Source: PubChem
GPR55 beta-arrestin – selective activators of receptor GPR55 – imaging, U2OS cells, beta-arrestin-GFP redistribution, primary screen (AID 1961); activation, % at 10 µM; hits with a dose series show EC50 in µM; 290,000 compounds, 0.048% hits; U2OS GPR55 beta-arrestin-GFP redistribution imaging; higher % means a stronger effect;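 active = activation above 40% with more than 50 cells counted in the well; inconclusive = wells holding fewer than 50 cells, flagged as toxic or sparse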;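 note: U2OS osteosarcoma cells stably expressing GPR55 and beta-arrestin-GFP; plate controls were DMSO negative control for no effect and LPI positive control for full effect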
NTR1 ag – agonists of NTR1, primary screen, imaging, U2OS cells, beta-arrestin-GFP, high content (AID 493036); NTR1-U2OS beta-arrestin-GFP spot imaging, agonist mode; P30989; 330,000 compounds, 0.17% hits; activation, % at 20 µM;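 active = activation at or above 40% of the spot to cytoplasm intensity ratio, with at least 20 cells analyzed; inconclusive = wells under 20 cells, flagged as cytotoxic or low count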;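 note: 0% = DMSO without peptide and 100% = 100 nM NTR1 peptide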
Target sequence (P30989 whole entry, looked up): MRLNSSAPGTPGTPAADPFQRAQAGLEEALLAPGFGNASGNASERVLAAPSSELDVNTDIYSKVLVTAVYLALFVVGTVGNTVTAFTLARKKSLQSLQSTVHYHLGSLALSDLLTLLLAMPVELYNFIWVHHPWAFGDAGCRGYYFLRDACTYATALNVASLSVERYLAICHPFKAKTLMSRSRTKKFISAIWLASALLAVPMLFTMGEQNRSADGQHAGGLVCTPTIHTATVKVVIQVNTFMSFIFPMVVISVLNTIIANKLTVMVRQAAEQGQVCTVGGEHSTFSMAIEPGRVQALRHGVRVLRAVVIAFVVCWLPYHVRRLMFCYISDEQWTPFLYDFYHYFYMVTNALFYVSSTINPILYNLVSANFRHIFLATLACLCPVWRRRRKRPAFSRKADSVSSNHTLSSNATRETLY
AID2073 – disruptors of CaV2.2 binding to Mint1 – biochemical, HTRF (AID 2073); HTRF protein-protein interaction, Mint1-CaV2.2; higher % means a stronger effect; one-dose inhibition, % at 20 µM; IC50 in µM for titrated hits; 290,000 compounds, 0.19% hits; in the data active = inhibition mostly above about 51%, no sharp cut-off; inconclusive = no clear call, values can overlap the other calls; inactive = mostly below about 53%; note: some results filed as inactive read as strong as hits
GPR55 LPI antagonism – inhibition of LPI-stimulated GPR55 beta-arrestin translocation – imaging, U2OS, beta-arrestin-GFP, LPI agonist, primary screen (AID 2013). inhibition, % at 10 µM, or IC50 in µM where a hit was titrated. 290,000 compounds, 0.13% hits. U2OS GPR55 beta-arrestin-GFP translocation imaging, LPI antagonism; higher % means a stronger effect;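 active = spots per cell inhibited over 60%, with over 100 cells counted and total cytoplasm intensity under 500,000; inconclusive = wells with under 100 cells, flagged as likely toxic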;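 note: U2OS cells stably carrying GPR55 and arrestin-GFP stimulated by 5 µM LPI near EC80; imaged beta-arrestin-GFP aggregate spots per cell after agonist stimulation; plate controls were LPI-stimulated DMSO wells for no effect and DMSO wells without LPI for full effect; some results filed as inactive read as strong as hits; confirmed hits need IC50 under 10 µM and bright autofluorescent wells are also inconclusive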
UTI89 phage lysis – protection from phage-mediated lysis, alamar blue read-out – E. coli UTI89, K1F phage, bacterial capsule biogenesis inhibitors (AID 488966). E. coli UTI89 K1F phage lysis, alamar blue, 2 h; higher % means a stronger effect. 340,000 compounds, 0.02% hits. one-dose inhibition, % at 100 µM; IC50 in µM for titrated hits;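 active = phage lysis inhibition, versus mean bacterial control, above a set limit; inconclusive = no clear call, values can overlap the other calls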;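 note: capsule biogenesis inhibitors block K1F phage lysis so surviving cells raise fluorescence; higher fluorescence means more inhibition of phage lysis; actives were called in the ten point dose series up to 300 µM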
Dengue-2 NS5 capping – Dengue-2 NS5 methyltransferase inhibitors, primary screen, biochemical, confirmation dose response (AID 588689) | Dengue-2 NS5 methyltransferase capping enzyme assay, biochemical; higher % means a stronger effect | inhibition, % at 25 µM; hits with a dose series show IC50 in µM | 340,000 compounds, 0.3% hits; in the data active = a potency from the dose series; inconclusive = inhibition above about 29% without an active follow-up result
Siah-1 displacement – Siah-1 peptide-binding antagonists, primary screen, biochemical, fluorescence polarization, rhodamine-plectin, uHTS (AID 1817). Siah-1 / rhodamine-plectin peptide fluorescence polarization; higher % means a stronger effect. 290,000 compounds, 0.02% hits. displacement, % at 20 µM; hits with a dose series show IC50 in µM;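 active = displacement of at least 50% at 20 µM, with a fluorescence ratio check between 0.3 and a set limit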;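 note: plate controls were Siah plus tracer with DMSO for no effect and tracer alone without Siah for full effect; strong numbers were not always called active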
GPR35 arrestin U2OS – GPR35 antagonists blocking zaprinast-driven arrestin recruitment, primary screen, imaging, U2OS, beta-arrestin-GFP, zaprinast agonist (AID 2058) | U2OS GPR35 beta-arrestin-GFP translocation imaging, zaprinast antagonism; higher % means a stronger effect | inhibition, % at 10 µM; hits with a dose series show IC50 in µM | 290,000 compounds, 0.052% hits;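 active = inhibition of at least 50% with at least 30 cells and total cytoplasm GFP at most 10,000,000; inconclusive = under 30 cells or total GFP of 10,000,000 plus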
HIV fusion peptide – cell-free HIV fusion peptide-binding blockers – biochemical, uHTS, fluorescence dequenching, primary screen (AID 1986); cell-free peptide binding, fluorescence dequenching, 30 min; higher % means a stronger effect; inhibition, % at 20 µM; hits with a dose series show IC50 in µM; 290,000 compounds, 0.3% hits; in the data active = inhibition mostly above about 52%, no sharp cut-off; inactive = mostly below about 76%; note: some results filed as inactive read as strong as hits
NTR1 ag cell count 20 µM – also measured in NTR1 ag; calls as there; cell count; measured here: cell count, cytotoxicity flag
Dengue-2 NS5 capping pilot replicate – recorded beside Dengue-2 NS5 capping, whose call it bears; inhibition, %; measured here: pilot screen replicate inhibition
* = called active by the depositor; i = inactive; ? = inconclusive; . = no result given; [ ] = dose if it differs, or a comment.

SMILES | GPR55 beta-arrestin | NTR1 ag | NTR1 ag cell count 20 µM | AID2073 | GPR55 LPI antagonism | UTI89 phage lysis | Dengue-2 NS5 capping | Siah-1 displacement | GPR35 arrestin U2OS | HIV fusion peptide | others
CC(C)Oc1ccc(CNC(=O)c2cc(S(=O)(=O)N3CCOCC3)cn2C)cc1 | -0.1% | -0.7 | 59 | 8% | 12% | 0.4% | -1% | -1% | 11% | 0.9%
O=C(COc1ccc2ccc(=O)oc2c1)NCC(O)c1ccccc1 (stereo unspecified) | -0.2% | -1.9 | 56 | 14% | 11% | 0.2% | -8% | -1% | 22% | 1.3%
CCN(c1ccc(C)c(C)c1)S(=O)(=O)c1ccc2c(c1)CCN2C(=O)CCC(=O)O | 0.2% | 1.5 | 63 | 0% | 4% | 0.1% | -2% | 1% | 4% | 0.0%
COc1ccc(-c2cnnn2-c2ccc(N)cc2)cc1OC | 0.2% | 0.2 | 82 | 6% | 0% | 1.9% | 0% | i | -4% | 0.9%
CS(=O)(=O)N1CCCC(C(=O)NCc2ccco2)C1 (stereo unspecified) | 0.2% | 0.3 | 59 | 9% | 6% | 2.6% | 2% | 0% | -26% | -0.4%
Cn1c(C(=O)N[C@@H](C(=O)O)c2ccccc2)cc2cc(F)ccc21 | 0.3% | -0.9 | 83 | 6% | 12% | 0.0% | -3% | 5% | 9% | -0.2%
COc1ccc(CN2CSC(=S)N(Cc3ccccc3)C2)cc1 | -0.2% | 1.6 | 45 | 6% | 14% | -0.1% | -15% | 4% | -21% | 0.5%
O=C(Cc1c(O)c2ccccc2[nH]c1=O)NC1CCCCCCC1 | 0.3% | 5.1 | 103 | 9% | -3% | 0.0% | -1% | 1% | -18% | -1.0%
COc1ccc(Br)cc1CN(C)CC(=O)Nc1cccc(S(N)(=O)=O)c1 | 0.3% | 1.1 | 49 | -3% | 10% | -0.5% | -6% | 1% | 12% | 3.2%
CCn1nccc1C(=O)Nc1cc(Cl)ccc1Cl | 0.2% | -1.7 | 35 | 0% | 4% | 0.5% | -8% | -1% | -16% | -0.9%

The closing 3 entries of the section above are carried over, then new ones follow:
SMILES | GPR55 beta-arrestin | NTR1 ag | NTR1 ag cell count 20 µM | AID2073 | GPR55 LPI antagonism | UTI89 phage lysis | Dengue-2 NS5 capping | Siah-1 displacement | GPR35 arrestin U2OS | HIV fusion peptide | others
O=C(Cc1c(O)c2ccccc2[nH]c1=O)NC1CCCCCCC1 | 0.3% | 5.1 | 103 | 9% | -3% | 0.0% | -1% | 1% | -18% | -1.0%
COc1ccc(Br)cc1CN(C)CC(=O)Nc1cccc(S(N)(=O)=O)c1 | 0.3% | 1.1 | 49 | -3% | 10% | -0.5% | -6% | 1% | 12% | 3.2%
CCn1nccc1C(=O)Nc1cc(Cl)ccc1Cl | 0.2% | -1.7 | 35 | 0% | 4% | 0.5% | -8% | -1% | -16% | -0.9%
CCCN(CCC)C(=O)C[n+]1cccc(/C=N/O)c1 | -0.1% | 2.2 | 75 | 1% | 4% | 2.2%[50 µM] | -6% | 4% | 11% | 0.9%
COC(=O)c1ccccc1SC1CC(=O)N(c2ccccc2)C1=O (stereo unspecified) | -0.5% | -0.1 | 85 | 14% | -1% | 0.3% | -16% | -8% | -1% | 1.0%
CC/C(=N\NC(=O)c1ccc(-c2ccccc2)cc1)C12CC3CC(CC(C3)C1)C2 | 0.0% | -0.7 | 89 | 27% | -10% | -2.6% | -9% | 2% | 20% | -1.5%
COCCN=c1scc(-c2cc(OC)c(OC)c(OC)c2)n1/N=C/c1c(C)[nH]c2ccccc12 | 0.0% | 3.5 | 53 | 5% | 2% | 4.4% | -42% | -8% | 12% | 4.2%
O=c1oc(Nc2cccc(F)c2)nc2ccccc12 | 0.1% | 3.5 | 38 | 19% | -4% | 0.4% | -6% | 4% | 0% | -1.0%
CCOC(=O)C1(CCOc2ccccc2)CCN(Cc2cccc3nonc23)CC1 | 0.3% | 3.7 | 36 | -20% | 14% | 0.3% | 4% | 2% | -2% | 0.3%
COc1ccc(C(=O)CSc2nnc(Cn3cnc4ccccc43)o2)cc1 | -0.1% | -0.3 | 70 | 0% | 7% | 0.7% | 2% | 1% | 3% | 2.4%
Cc1nc2ncnn2c(C)c1Cc1c(Cl)cccc1Cl | -0.1% | 2.3 | 53 | 3% | -1% | 0.1% | 3% | -1% | -5% | -1.9%
O=[N+]([O-])c1cc(S(=O)(=O)N2CCCC2)ccc1NCCc1ccccc1 | -0.2% | 6.3 | 42 | 12% | 6% | 1.1% | -7% | 6% | -10% | 10%
CN1C(C(=O)NCc2ccc(OC(F)(F)F)cc2)CC2Cn3c(nc4ccccc43)C21 (stereo unspecified) | 0.6% | -4.4 | 96 | -1% | -6% | -0.4% | -10% | 0% | 6% | -1.0%
CSCCC(=O)N1CCC(n2nccc2NC(=O)CCc2ccccc2)CC1 | -0.1% | 1.5 | 38 | 32% | -16% | 0.1% | -3% | -4% | 2% | 0.0%
O=S(=O)(c1ccc(Cl)cc1)N1CCC(N2CCOCC2)CC1 | 3.1% | 12 | 104 | -4% | -1% | -0.2% | 1% | 4% | 3% | 1.5%
COc1ccc(CNC(=O)CCCn2nc(C)c3c(C)n(-c4ccc(C)cc4)nc3c2=O)cc1OC | -0.1% | -0.6 | 60 | 3% | 14% | 0.0% | -22% | 5% | -12% | -0.8%
CC1Cc2nc(SCC(=O)NC3CCCCC3)n(C)c(=O)c2S1 (stereo unspecified) | -0.1% | 0.7 | 44 | -30% | 0% | 1.9%[50 µM] | -2% | -8% | -12% | -1.0%
COc1ccccc1NC(=S)N1CCc2cc(OC)c(OC)cc2C1 | -0.4% | -0.2 | 48 | 27% | 5% | 2.2% | 4% | 1% | -6% | -2.6%
COc1ccc(/C=C/C(=O)c2cc(Br)ccc(=O)c2O)cc1 | 1.3% | . | . | -5% | 15% | -0.2% | 21% | 9% | 14% | 44%
CCCC1=Nc2cc(C(=O)NCCN3CCCC3)ccc2Sc2ccccc21 | -0.2% | 6.7 | 61 | -4% | 22% | 0.3% | -6% | -2% | 4% | 1.0%
Cc1cc2c(ncn2C)c(NS(=O)(=O)c2ccccc2Cl)c1C | 0.1% | 1.4 | 84 | 7% | -1% | -0.2% | 2% | -3% | -2% | -0.5%
Nn1c(SCc2ccccc2)nnc1-c1ccccn1 | 0.1% | 0.0 | 90 | 0% | 5% | 0.5% | -11% | -2% | -2% | 0.5% | Dengue-2 NS5 capping pilot replicate=-4.6
O=C(COc1ccc(Br)cc1)Nc1cc(S(=O)(=O)N2CCCCC2)ccc1N1CCCCC1 | 0.2% | 3.5 | 58 | 5% | 6% | 3.0%[50 µM] | -2% | -1% | -2% | -1.8%
CCCC1CCC(=NNS(=O)(=O)c2ccc(C)c([N+](=O)[O-])c2)CC1 (stereo unspecified) | -0.4% | -0.6 | 47 | 0% | 15% | 2.1% | -3% | 4% | -4% | 1.1%
O=C(CCCOc1ccccc1)Nc1nncs1 | -0.3% | -1.0 | 79 | -9% | 15% | -1.9% | -12% | -3% | -20% | 4.1%
O=C(NC1C(=O)NNC1c1ccc(Cl)cc1)c1ccc(F)cc1 (stereo unspecified) | 0.2% | -0.5 | 57 | -21% | -5% | 0.6% | 21% | 3% | 12% | 4.0%
CCOc1ccccc1NC(=S)NCCc1ccc(F)cc1 | 0.4% | 0.5 | 38 | -12% | 7% | 0.3% | -2% | 9% | -6% | -1.1%
Cc1ccc(-c2nn(-c3cc(N4CCNCC4)ccc3[N+](=O)[O-])c(=O)c3ccccc23)cc1 | 0.3% | 4.9 | 81 | 33% | 10% | 0.3% | -9% | -5% | 14% | -1.3%
O=C(Cc1ccccc1)Nc1ccccc1C(=O)N1CCCCC1 | -0.1% | 0.9 | 60 | 0% | 1% | -0.1% | 2% | -3% | 2% | -1.3%
N/C(=N\OC(=O)CC1CCCCC1)c1ccccn1 | -0.3% | -0.6 | 54 | 5% | 10% | 0.3% | -6% | 2% | 18% | -2.7%
CN(C(=O)c1cccc(C(=O)N(C)c2ccccc2)c1)c1ccccc1 | 0.3% | 0.6 | 41 | 8% | 3% | 0.1% | -7% | 2% | 9% | 0.0%
CCCCOC(=O)C1CCCC(C(=O)OCCCC)N1 (stereo unspecified) | -0.2% | 0.1 | 53 | -2% | 29% | 0.3% | -1% | 6% | 3% | -1.3%
Cc1cc(NC(=O)CCC(=O)N(CC(=O)NCC2CCCO2)c2ccccc2)no1 (stereo unspecified) | -0.2% | 1.5 | 55 | 34% | 7% | 0.1% | 1% | 2% | -6% | 1.2%

Filtered by structure: the entries above containing two or more sulfur atoms
SMILES | GPR55 beta-arrestin | NTR1 ag | NTR1 ag cell count 20 µM | AID2073 | GPR55 LPI antagonism | UTI89 phage lysis | Dengue-2 NS5 capping | Siah-1 displacement | GPR35 arrestin U2OS | HIV fusion peptide | others
COc1ccc(CN2CSC(=S)N(Cc3ccccc3)C2)cc1 | -0.2% | 1.6 | 45 | 6% | 14% | -0.1% | -15% | 4% | -21% | 0.5%
CC1Cc2nc(SCC(=O)NC3CCCCC3)n(C)c(=O)c2S1 (stereo unspecified) | -0.1% | 0.7 | 44 | -30% | 0% | 1.9%[50 µM] | -2% | -8% | -12% | -1.0%

Next entries follow:
SMILES | GPR55 beta-arrestin | NTR1 ag | NTR1 ag cell count 20 µM | AID2073 | GPR55 LPI antagonism | UTI89 phage lysis | Dengue-2 NS5 capping | Siah-1 displacement | GPR35 arrestin U2OS | HIV fusion peptide | others
Nc1ccc2nc(-c3ccccc3)[nH]c2c1 | 0.0% | 4.0 | 74 | ? | 7% | -3.8% | 1% | 0% | 2% | -3.5%
N#CC1=C(N)Oc2n[nH]c(-c3ccccc3)c2C1c1ccncc1 (stereo unspecified) | -0.1% | 1.7 | 81 | -7% | -1% | 0.1% | 1% | 1% | 19% | 0.1%
C=CCNC(=O)c1onc(CSc2ccccc2CC)c1C(=O)O | -0.1% | -2.5 | 91 | -2% | -18% | 2.4% | -10% | 0% | 2% | 6.8%
O=C(COC(=O)C1CC1)Nc1ccc(OC(F)F)cc1 | 0.3% | -1.5 | 74 | 1% | -7% | 0.1% | -5% | 1% | -12% | -3.6%
O=C1c2ccccc2NC(c2ccco2)N1O (stereo unspecified) | -0.1% | 2.3 | 40 | 19% | 0% | 0.1% | -4% | 3% | 13% | 3.3%

An unsorted share of the library, and some 1.2% of all compounds hit somewhere here.
